# influenza NS1A: H1N1 influenza NS1A inhibitors, functional cell based assay (AID 504329). NS1A functional cell-based assay, percent inhibition; higher % means a stronger effect. inhibition, % at 12.5 µM; hits with a dose series show IC50 in µM. 340,000 compounds, 0.3% hits; in the data active means a potency from the dose series; inconclusive means inhibition above about 27% without an active follow-up result; further: strong numbers were not always called active
# Salmonella PhoP GFP: Inhibition of PhoP regulon, Salmonella typhi GFP reporter cells, confirmation, 4 h (AID 1850) | Salmonella Typhi PhoP-promoter GFP reporter, fluorescence, 4 h; higher % means a stronger effect | inhibition, % at 50 µM, or IC50 in µM where a hit was titrated | 310,000 compounds, 0.33% hits; in the data active means a potency from the dose series; inconclusive means inhibition mostly from about 25% at the one dose, without a potency; inactive means the rest, 99 in 100 with inhibition below about 19%;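 further: 0% = induced wells with vehicle and 100% = uninduced wells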
# VEEV TC-83 Vero: inhibitors of VEEV TC-83 cytopathic effect, confirmation, Vero cells (AID 588727); Vero cells, VEEV TC-83 cytopathic effect inhibition; higher % means a stronger effect; inhibition, % at 20 µM, or IC50 in µM where a hit was titrated; 350,000 compounds, 0.13% hits; in the data active means a potency from the dose series; inconclusive means inhibition mostly from about 14% at the one dose, without a potency; inactive means the rest, 99 in 100 with inhibition below about 12%; further: strong numbers were not always called active
# M. tuberculosis: growth inhibition of non-replicating M. tuberculosis (AID 488890); inhibition, % at 25 µM, or IC50 in µM where a hit was titrated; 320,000 compounds, 0.39% hits; Mycobacterium tuberculosis non-replicating, growth inhibition; higher % means a stronger effect; in the data active means a potency from the dose series; inconclusive means inhibition mostly from about 82% at the one dose, without a potency; inactive means the rest, 99 in 100 with inhibition below about 76%;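 further: plate controls were DMSO cells for no effect and high antibiotic wells for full effect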
# H37Rv inhibition: M. tuberculosis growth inhibition, HTS (AID 449762); M. tuberculosis H37Rv growth inhibition, 7H9 media; higher % means a stronger effect; 330,000 compounds, 0.59% hits; one-dose inhibition, % at 25 µM; IC50 in µM for titrated hits; in the data active means a potency from the dose series; inconclusive means inhibition above about 70% without an active follow-up result;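 further: bacterial growth assessed after seven days of incubation; strong numbers were not always called active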
# VEEV TC-83 Vero 10K pilot screen: second read-out of VEEV TC-83 Vero, no call of its own (marks repeat the call); inhibition, %; measured here: 10K pilot screen inhibition
# * hit, by the source's call; i = inactive; ? = inconclusive; / = no result given. No enrichment for hits. About 1.5% of those tested had a hit in this group.
SMILES,influenza NS1A,Salmonella PhoP GFP,VEEV TC-83 Vero,M. tuberculosis,H37Rv inhibition,others
O=C(COC(=O)Cn1ccc(=O)[nH]c1=O)Nc1ccc(F)cc1,-10%,/,1.4%,0%,-5%,
O=C(COC(=O)C1CCN(c2ccc(C(F)(F)F)cn2)CC1)Nc1cc(F)ccc1F,0%,5%,2.4%,24%,6%,
COC(=O)c1cc(OC)c(OC)cc1NC(=O)Nc1ccc(OC)cc1OC,-8%,-2%,2.4%,-19%,-11%,
CCCn1c(CN2CCN(C(=O)c3ccco3)CC2)nc2c1c(=O)n(C)c(=O)n2C,-6%,0%,i,-9%,-2%,
O=C(O)c1ccccc1N1C(=O)c2cccc3cccc(c23)C1=O,-4%,-5%,0.6%,66%,16%,
O=C(NC1CC2CCC1C2)C1COc2ccccc2O1 (stereo not given),8%,1%,i,<0.1µM*,-12%,
CC(C)(C)[C@H]1COC(=O)CC/C=C\C[C@@H](CC(=O)N(CCO)Cc2ccccc2)C(=O)N1,12%,/,1.5%,12%,1%,
C1CCN2C[C@@H]3C[C@@H](CN4CCCC[C@@H]34)[C@H]2C1,3%,/,0.3%,/,/,
CCc1cccc(C)c1NC(=O)CSc1nc(-c2ccccc2F)nc2nc[nH]c12,-5%,-2%,0.4%,8%,-6%,
O=C(Nc1cccc2nsnc12)c1ccc2c(c1)OCCO2,-25%,-4%,1.5%,15%,-1%,
O=C(CN1C(=O)c2ccccc2S1(=O)=O)c1ccc(Cl)cc1Cl,4%,-5%,0.2%,-2%,-17%,
Cc1c(C(=O)N2CCCCC2)c(S(=O)(=O)NCc2ccc(Cl)cc2)c(C)n1C,-7%,-5%,i,7%,-5%,
COC(=O)c1cccc(Oc2cccc(Cl)n2)c1,-13%,-6%,0.3%,15%,8%,
COc1cccc(OC)c1C(=O)OCC(=O)/C(C#N)=C(\C)N,-2%,-14%,1.2%,0%,4%,
COc1cc(NC(=S)NCc2ccc(S(N)(=O)=O)cc2)cc(OC)c1,0%,8%,2.4%,0%,-3%,VEEV TC-83 Vero 10K pilot screen=0.5
CCCn1c(SCC(=O)Nc2cc(C)on2)nc2c1c(=O)n(C)c(=O)n2C,2%,-3%,1.5%,3%,-5%,
O=C(NNS(=O)(=O)c1ccc([N+](=O)[O-])cc1)C(=O)Nc1cccc(C(=O)O)c1,8%,-11%,i,19%,27%,
COC(CNC(=O)[C@H](CSCc1ccccc1)N1Cc2ccccc2C1=O)OC,-10%,-4%,0.0%,-3%,6%,
NS(=O)(=O)c1ccc(CNC(=O)/C=C/c2ccccc2)cc1,-5%,2%,0.6%,10%,-2%,
C=CCn1cnc2c(c1=O)c1nc3ccccc3nc1n2/N=C/c1ccccn1,4%,/,i,/,/,

# Part of the list above in order of heavy-atom count, ascending.
SMILES,influenza NS1A,Salmonella PhoP GFP,VEEV TC-83 Vero,M. tuberculosis,H37Rv inhibition,others
C1CCN2C[C@@H]3C[C@@H](CN4CCCC[C@@H]34)[C@H]2C1,3%,/,0.3%,/,/,
COC(=O)c1cccc(Oc2cccc(Cl)n2)c1,-13%,-6%,0.3%,15%,8%,
O=C(NC1CC2CCC1C2)C1COc2ccccc2O1 (stereo not given),8%,1%,i,<0.1µM*,-12%,
NS(=O)(=O)c1ccc(CNC(=O)/C=C/c2ccccc2)cc1,-5%,2%,0.6%,10%,-2%,
O=C(CN1C(=O)c2ccccc2S1(=O)=O)c1ccc(Cl)cc1Cl,4%,-5%,0.2%,-2%,-17%,
O=C(O)c1ccccc1N1C(=O)c2cccc3cccc(c23)C1=O,-4%,-5%,0.6%,66%,16%,
COc1cc(NC(=S)NCc2ccc(S(N)(=O)=O)cc2)cc(OC)c1,0%,8%,2.4%,0%,-3%,VEEV TC-83 Vero 10K pilot screen=0.5
CCCn1c(SCC(=O)Nc2cc(C)on2)nc2c1c(=O)n(C)c(=O)n2C,2%,-3%,1.5%,3%,-5%,
Cc1c(C(=O)N2CCCCC2)c(S(=O)(=O)NCc2ccc(Cl)cc2)c(C)n1C,-7%,-5%,i,7%,-5%,
C=CCn1cnc2c(c1=O)c1nc3ccccc3nc1n2/N=C/c1ccccn1,4%,/,i,/,/,
CCc1cccc(C)c1NC(=O)CSc1nc(-c2ccccc2F)nc2nc[nH]c12,-5%,-2%,0.4%,8%,-6%,
O=C(COC(=O)C1CCN(c2ccc(C(F)(F)F)cn2)CC1)Nc1cc(F)ccc1F,0%,5%,2.4%,24%,6%,
CC(C)(C)[C@H]1COC(=O)CC/C=C\C[C@@H](CC(=O)N(CCO)Cc2ccccc2)C(=O)N1,12%,/,1.5%,12%,1%,

# Following part:
SMILES,influenza NS1A,Salmonella PhoP GFP,VEEV TC-83 Vero,M. tuberculosis,H37Rv inhibition,others
O=C(N/C(=C\c1ccc(Cl)cc1)C(=O)N1CCCCC1)c1ccco1,4%,-2%,1.0%,5%,-6%,
S=C(NC1CCCCC1)N1CCN(c2ncccn2)CC1,4%,3%,0.4%,8%,1%,
COc1ccc(C(=O)NCCS(=O)(=O)N2CCCC2)cc1,-20%,7%,2.2%,-11%,-9%,
O=C(Nc1ccc(N2CCOCC2)cc1)c1ccc2ncsc2c1,2%,/,2.5%,13%,-3%,
COc1ccc2oc(-c3ccc(C)c(NC(=O)c4ccc(N5CCOCC5)c([N+](=O)[O-])c4)c3)nc2c1,22%,-10%,5.3%,1%,2%,
CCOC(=O)N1CCN(C(=O)c2ccc(CS(=O)c3ccccc3)o2)CC1 (stereo not given),4%,-8%,3.6%,-5%,0%,
O=C(Nc1ccc(OCC(=O)N2CCN(S(=O)(=O)c3ccccc3)CC2)cc1)c1ccco1,11%,-1%,7.9%,15%,1%,
Cc1ccccc1NC(=S)NC(NC(=O)C(C)(C)C)C(Cl)(Cl)Cl (stereo not given),-4%,-1%,5.2%,69%,-1%,
CCCOc1ccc(Cn2c(=O)oc3ccc(C)cc32)cc1,-2%,-24%,i,76%,-1%,
O=C(/C=C/c1ccccc1O)c1ccco1,0%,9%,?,?,?,
Cc1cccc[n+]1CC(=O)c1ccc(NC(=O)c2ccccc2)cc1,-8%,12%,0.5%,15%,4%,
CCOc1ccc(/C=N/n2c(SC)nnc2-c2ccccc2)cc1OCC,7%,3%,9.3%,13%,?,
CCOC(=O)NN1C(=O)c2ccccc2NC1c1cccs1 (stereo not given),-14%,5%,i,4%,8%,
C=CCn1c(O)c(/C=N/N2CCOCC2)c(=O)[nH]c1=S,0%,-7%,0.0%,-9%,12%,
Cc1csc(NC(=O)CSc2nc(=O)n(CCN(C)C)c3c2CCCC3)n1,-12%,4%,0.8%,-4%,-8%,
Cc1ccc(N2C(=O)N(CC(=O)N(C)Cc3ccccc3)C(=O)C2C)cc1 (stereo not given),0%,-6%,3.5%,0%,-15%,
C=CCn1c(SCC(=O)CC(=O)OCC)nc2cc(C(=O)N3CCC(C(N)=O)CC3)ccc2c1=O,5%,1%,0.9%,-7%,-3%,
O=C(O)c1ccc(OCCN2CCCC2=O)cc1,-2%,-6%,i,22%,5%,
Cc1cc(C)c2cc(C(=O)Nc3ccc(C)c(F)c3)[nH]c2c1,7%,8%,1.5%,42%,0.94µM*,
Cc1cccc(NC(=O)Nc2cc(C)cc(C)n2)c1,-12%,-9%,0.9%,13%,2%,

# Pulled one by one from above (2):
SMILES,influenza NS1A,Salmonella PhoP GFP,VEEV TC-83 Vero,M. tuberculosis,H37Rv inhibition,others
O=C(N/C(=C\c1ccc(Cl)cc1)C(=O)N1CCCCC1)c1ccco1,4%,-2%,1.0%,5%,-6%,
O=C(Nc1ccc(N2CCOCC2)cc1)c1ccc2ncsc2c1,2%,/,2.5%,13%,-3%,

# Further compounds follow.
SMILES,influenza NS1A,Salmonella PhoP GFP,VEEV TC-83 Vero,M. tuberculosis,H37Rv inhibition,others
Cc1cc2cc(CNC(=O)CCC(=O)O)ccc2n1C,6%,-5%,i,-6%,2%,
CC(C)OC(=O)CSc1nnc(-c2ccccn2)n1-c1ccccc1,-1%,2%,2.2%,57%,-1%,VEEV TC-83 Vero 10K pilot screen=1.0
O=C(CN1CCN(c2ccccn2)CC1)Nc1cccc(C(F)(F)F)c1,5%,2%,4.8%,-4%,7%,
Cc1[nH]c(C(=O)O)c(C#N)c1C(=O)c1ccccc1,-5%,-1%,4.2%,-16%,-2%,
O=C(COc1ccc(F)cc1)N(CC1=CCS(=O)(=O)C1)c1ccccc1,1%,-15%,i,-26%,-5%,
CC(=O)Nc1ccc(S(=O)(=O)N(C)CC(=O)N/N=C/c2cccs2)cc1,9%,22%,2.6%,9%,-6%,
O=C(c1cccs1)N1CCN=C1SCc1ccccc1,27%,-4%,2.3%,64%,-4%,
CC(C)(C)CC(C)(C)NCC(O)COc1c(F)cc(Br)cc1F (stereo not given),-11%,-9%,i,76%,18%,
CCOC(=O)/C=C1\NC2(CCCCC2)Cc2cc(OC)c(OC)cc21,-3%,-12%,0.9%,-10%,1%,
COc1ccc(C(=O)NCC(=O)Nc2cccc(S(=O)(=O)N3CCCC3)c2)cc1,-13%,/,6.0%,-2%,-11%,
Cc1cnc(NC(=O)[C@H](C)N2C(=O)C3CCCCC3C2=O)s1 (stereo not given in full),-3%,13%,i,5%,-2%,
COc1ccc(Nc2cc(C)c3cc([N+](=O)[O-])ccc3n2)cc1,7%,2%,2.0%,18%,10%,
Cc1c(NC(=O)CSc2nnnn2Cc2ccccc2)c(=O)n(-c2ccccc2)n1C,-3%,15%,0.6%,-5%,-7%,
Cc1cccc(Nc2cc(C)nc3ccccc23)c1,-3%,6%,0.5%,38%,7%,
COc1ccc(NC(=O)CCSc2ccc(F)cc2)cc1,-5%,-6%,1.1%,59%,63%,
COc1ccc(S(N)(=O)=O)cc1C(N)=O,9%,-2%,i,4%,0%,VEEV TC-83 Vero 10K pilot screen=0.9
CCN(c1ccccc1)S(=O)(=O)c1ccc(OC)c(NC(=O)CNC)c1,4%,-2%,1.1%,14%,0%,
O=C(CN1C(=O)COc2ccccc21)N1CCC2(CC1)OCCO2,5%,4%,0.8%,7%,7%,
CC(=O)c1cc(-c2ccccc2)n(CCC(=O)NC2CCCCC2)c1C,-4%,1%,i,-22%,0%,
CCOC(=O)c1ccccc1NC(=O)COc1cc(=O)n(CC)c2ccccc12,-7%,4%,7.4%,-7%,16%,VEEV TC-83 Vero 10K pilot screen=8.5
N/C(CSc1ccccn1)=N\OCc1c(Cl)cccc1Cl,-1%,1%,i,22%,-4%,
Cc1ccccc1Nc1cc(C)c2c(O)cccc2n1,8%,6.4µM*,2.4%,/,-4%,
CCOc1ccc(-n2nc3ccc(N)cc3n2)cc1,-1%,-4%,3.7%,27%,2%,
COC(=O)c1c(NC(=O)CN2C(=O)NC(CCc3ccccc3)C2=O)sc2c1CCCCC2 (stereo not given),-2%,1%,6.2%,40%,-6%,
COc1ccc(OC)c(NC(=O)C(=O)c2cn(CC(=O)N3CCCC3)c3ccccc23)c1,3%,-9%,6.4%,27%,5%,
CCOc1ccc(S(=O)(=O)NCCC(=O)NCC(c2ccc(F)cc2)N2CCOCC2)cc1 (stereo not given),0%,9%,1.4%,-1%,-8%,
CC(C)(C)C(=O)Nc1cc2c3c(c1)CC(=O)N3CCC2,-7%,1%,0.2%,-8%,-1%,
CC(C)(C)c1ccc(C(=O)Nc2nnc(Cc3c[nH]c4ccccc34)s2)cc1,1%,-6%,2.0%,-19%,-1%,
COc1ccc(C(=O)Nn2c(SCC(=O)NC3CCCC3)nc3ccccc3c2=O)cc1,-1%,0%,1.0%,-12%,-12%,
Cc1cccc(C)c1NC(=S)NC(=O)c1ccccc1F,-3%,-4%,0.7%,31%,-8%,
C[C@H](CO)N1C[C@H](C)[C@@H](CN(C)C(=O)NC2CCCCC2)Oc2ccc(NS(C)(=O)=O)cc2C1=O,6%,/,2.0%,0%,-2%,
O=C(c1cccc(OC2CCN(C3CCCC3)CC2)c1)N1CCCCCCC1,1%,-10%,i,-5%,1%,
CCC(C)(C)NC(=O)/C=C/c1ccccc1[N+](=O)[O-],-5%,0%,i,-2%,1%,
CC(C)(c1ccccc1)c1ccc(OCC(O)CNC2CCN(Cc3ccccc3)CC2)cc1 (stereo not given),14%,/,i,5.9µM*,?,
Cc1ccc(S(=O)(=O)N(CC(=O)NCc2cccnc2)C2CCCCC2)cc1,0%,6%,i,-12%,-8%,
CC(C)(C)NC(=O)Cn1cnc2cc([N+](=O)[O-])ccc2c1=O,-10%,-1%,0.4%,-4%,1%,
CC(=O)Nc1ccc(NC(=O)C(C)OC(=O)CC2CCCC2)cc1 (stereo not given),-1%,-7%,2.4%,-5%,1%,
Cc1ccc(NC(=O)CN(C)C(C)C(=O)N2CC(C)CC(C)C2)cc1 (stereo not given),-1%,/,0.7%,22%,-13%,
Cc1cc(NC(=S)N(CCN2CCOCC2)Cc2ccccc2F)ccc1Cl,9%,3%,0.8%,5%,-1%,
